From PubChem
Cav32 inh: blocks human Cav3.2 T-type calcium channel. B-score at 10 µM. hit rate 4% among 100,000. AID 449739. Cav3.2-expressing cells, Fluo-4 calcium fluorescence FDSS; hits give low values. O95180;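 active = single-dose well whose peak fluorescence ratio is a statistical outlier from its plate by either plate-standardised score or position-corrected B-score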
Target sequence (O95180 whole entry, looked up): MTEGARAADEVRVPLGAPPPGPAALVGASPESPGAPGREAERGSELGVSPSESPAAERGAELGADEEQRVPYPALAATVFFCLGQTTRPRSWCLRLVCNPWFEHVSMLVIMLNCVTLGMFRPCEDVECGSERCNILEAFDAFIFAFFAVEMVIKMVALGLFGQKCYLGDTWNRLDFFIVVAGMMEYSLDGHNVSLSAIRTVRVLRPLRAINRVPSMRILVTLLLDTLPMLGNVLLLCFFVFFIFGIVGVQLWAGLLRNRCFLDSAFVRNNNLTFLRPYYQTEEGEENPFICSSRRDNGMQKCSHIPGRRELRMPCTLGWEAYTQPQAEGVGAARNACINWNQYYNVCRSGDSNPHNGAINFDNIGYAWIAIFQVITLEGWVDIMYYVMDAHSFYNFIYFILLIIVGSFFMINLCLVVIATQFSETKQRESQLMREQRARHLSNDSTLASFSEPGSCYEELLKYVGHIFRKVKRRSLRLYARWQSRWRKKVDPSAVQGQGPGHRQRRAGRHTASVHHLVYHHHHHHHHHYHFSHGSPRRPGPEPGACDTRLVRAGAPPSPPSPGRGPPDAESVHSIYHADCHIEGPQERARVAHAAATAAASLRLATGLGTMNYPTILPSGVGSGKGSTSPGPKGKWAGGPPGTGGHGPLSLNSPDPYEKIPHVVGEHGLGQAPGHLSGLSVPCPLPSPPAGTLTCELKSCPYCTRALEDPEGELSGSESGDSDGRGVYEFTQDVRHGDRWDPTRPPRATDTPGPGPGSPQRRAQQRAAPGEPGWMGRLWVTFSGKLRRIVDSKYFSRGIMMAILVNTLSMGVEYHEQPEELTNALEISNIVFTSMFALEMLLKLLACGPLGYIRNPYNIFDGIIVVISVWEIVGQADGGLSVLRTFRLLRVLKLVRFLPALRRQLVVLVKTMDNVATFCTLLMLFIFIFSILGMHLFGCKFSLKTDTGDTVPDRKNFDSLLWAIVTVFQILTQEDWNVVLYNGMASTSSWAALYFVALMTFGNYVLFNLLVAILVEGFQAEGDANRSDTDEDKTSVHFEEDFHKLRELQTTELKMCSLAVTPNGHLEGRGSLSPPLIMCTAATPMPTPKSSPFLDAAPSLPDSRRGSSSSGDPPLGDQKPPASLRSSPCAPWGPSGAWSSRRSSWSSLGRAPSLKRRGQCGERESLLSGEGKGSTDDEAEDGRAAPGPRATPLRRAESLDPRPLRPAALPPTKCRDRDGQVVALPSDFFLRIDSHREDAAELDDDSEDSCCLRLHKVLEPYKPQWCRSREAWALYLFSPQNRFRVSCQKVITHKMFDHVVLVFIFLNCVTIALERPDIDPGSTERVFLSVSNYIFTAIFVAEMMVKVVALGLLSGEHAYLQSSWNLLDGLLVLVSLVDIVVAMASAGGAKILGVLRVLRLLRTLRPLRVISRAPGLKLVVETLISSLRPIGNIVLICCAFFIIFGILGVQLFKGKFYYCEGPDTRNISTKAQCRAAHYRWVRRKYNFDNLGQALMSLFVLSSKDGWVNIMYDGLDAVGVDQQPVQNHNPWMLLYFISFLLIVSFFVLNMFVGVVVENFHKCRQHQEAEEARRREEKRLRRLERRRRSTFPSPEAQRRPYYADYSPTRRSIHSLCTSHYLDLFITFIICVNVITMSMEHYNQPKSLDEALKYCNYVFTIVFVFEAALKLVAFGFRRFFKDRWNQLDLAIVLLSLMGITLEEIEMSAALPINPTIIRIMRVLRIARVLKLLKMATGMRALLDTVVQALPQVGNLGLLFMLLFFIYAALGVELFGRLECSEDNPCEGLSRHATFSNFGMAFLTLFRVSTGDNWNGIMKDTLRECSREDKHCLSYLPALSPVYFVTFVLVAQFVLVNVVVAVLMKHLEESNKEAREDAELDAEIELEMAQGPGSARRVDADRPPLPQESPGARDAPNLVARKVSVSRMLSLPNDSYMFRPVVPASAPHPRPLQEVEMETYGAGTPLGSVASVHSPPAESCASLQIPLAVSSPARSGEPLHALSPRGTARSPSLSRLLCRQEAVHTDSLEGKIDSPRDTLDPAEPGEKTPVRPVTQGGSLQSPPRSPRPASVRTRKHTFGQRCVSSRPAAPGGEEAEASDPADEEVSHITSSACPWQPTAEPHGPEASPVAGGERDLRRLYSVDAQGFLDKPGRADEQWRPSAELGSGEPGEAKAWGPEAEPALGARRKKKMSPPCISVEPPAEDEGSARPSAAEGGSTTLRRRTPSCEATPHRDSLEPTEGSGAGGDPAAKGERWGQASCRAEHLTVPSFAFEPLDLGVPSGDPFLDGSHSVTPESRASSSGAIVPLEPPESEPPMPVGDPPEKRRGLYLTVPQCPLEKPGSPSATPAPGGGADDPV
The depositor's hits bear a star. Not all compounds are listed; rates above refer to the full screens.

SMILES	Cav32 inh
CC(C)CC(=O)N1CCN(C(=O)c2cccc(F)c2)CC1	0.22
Cc1cc(C(=O)NCC(c2ccco2)N(C)C)no1 (stereo unspecified)	0.62
CCCCc1ccc(NC(=O)N[C@H](C(=O)O)C(C)CC)cc1 (stereo partly specified)	-0.36
O=C(CSc1nnc(-c2ccccc2)n1Cc1ccccc1)N1CCOCC1	0.96
O=C(Nc1ccccc1C(=O)NCc1cccnc1)c1ccco1	0.54
CC(=O)c1c(N2CCCC2)[nH]c(-c2ccccc2)nc1=S	0.3
CCCn1c(N)c(N2CCCCC2)c(=O)n(CC(=O)Nc2ccccc2C)c1=O	0.25
O=C(COC(=O)COc1ccccc1)Nc1ccc(OC(F)(F)F)cc1	0.28
C#CCOCCOCCOCCNc1nc(N2CCN(C(=O)[C@H](CCC(=O)O)n3cc(C(N)Cc4ccc(O)cc4)nn3)CC2)nc(N2CCN(C(=O)[C@H](CCC(=O)O)n3cc(C(N)Cc4ccc(O)cc4)nn3)CC2)n1 (stereo partly specified)	0.27
NC(=O)CNC(=O)C1CCCc2c1[nH]c1ccc(Cl)cc21 (stereo unspecified)	0.062
O=S(=O)(/C=C/c1ccccc1)Oc1ccccc1	0.016
COc1ccc(OC)c(NC(=O)CN2C(=O)c3ccccc3S2(=O)=O)c1	-0.25
CCOC(=O)C1=C(CS(=O)(=O)c2ccc(F)c(C)c2)NC(=O)NC1c1ccc(O)c(O)c1 (stereo unspecified)	0.084
COC(=O)c1ccc(CN(C(C)=O)c2ccccc2)o1	-0.041
Cc1ccc(CN2C(=O)CCC2C(=O)NC2CCCC2)cc1 (stereo unspecified)	-1.1
COc1ccc(C2C(C#N)=C(N)N3C(=C2C#N)Sc2ccccc23)cc1 (stereo unspecified)	-0.71
COCCN1CCn2c(nc3cc(NC(=O)c4ccc(OC)cc4)ccc32)C1	1.3
Cc1ccccc1C(C(=O)NC1CCCC1)N(C(=O)Cc1cccs1)c1ccc2c(c1)OCCO2 (stereo unspecified)	-1.8
Cc1ccc(CNC(=O)C2CCCN(S(=O)(=O)c3c(C)noc3C)C2)cc1 (stereo unspecified)	0.62
CCc1nccn1S(=O)(=O)c1cc(Br)ccc1OC	0.0042
O=C(NC1(C(F)(F)F)C(=O)Nc2c1c(=O)[nH]c(=O)n2Cc1ccccc1)c1ccc(Cl)cc1Cl (stereo unspecified)	0.29
N#CC1=C(N)C(C#N)(C#N)C2(C(=O)Nc3ccccc32)C2CCCC=C12 (stereo unspecified)	-1.3
Cc1cc(NC(=O)CSc2nnc3c4c(C)c(C)sc4ncn23)no1	-0.18
O=C(NCc1cccnc1)C1c2ccccc2C(=O)N1C1CCCCCCC1 (stereo unspecified)	0.64
COc1ccc(C(=O)N(Cc2ccco2)C(C(=O)NC2CCCC2)c2ccc(O)cc2)cc1OC (stereo unspecified)	-2.4
O=C(Nc1ccc(NC(=O)C23CC4CC(CC(C4)C2)C3)cn1)c1ccco1	0.06
COc1ccc(CN(CCCN2CCOCC2)C(=O)Nc2cccc(Cl)c2)cc1OC	0.64
Cc1ccnc(NC(=O)c2ccccc2NC(=O)C(C)(C)C)c1	0.5
Cc1sc2nc(C3CC3)nc(N3CCN(S(=O)(=O)c4ccc(F)cc4)CC3)c2c1C	-1.5
Cn1c(=O)c2c(nc(N3CCOCC3)n2C)n(C)c1=O	1.5
O=P(C1=C(N2CCOCC2)/C(=C\c2ccccc2)CC1)(N1CCOCC1)N1CCOCC1	0.25
CCOC(=O)c1sc(NC(=O)COC(=O)c2ccco2)nc1C	0.12
CSc1ncccc1C(=O)OCc1ccccc1F	-2.2
Brc1ccc(OCc2nc(-c3ccccn3)n[nH]2)cc1	0.025
Cc1[nH]nc(-c2ccc(O)cc2O)c1Oc1ccccc1	-4.5*
COc1ccc(OC(C)C(=O)N2CCC(C)CC2)cc1 (stereo unspecified)	0.41
COc1ccc(C2NC(=O)NC(C)=C2C(=O)Nc2cc(C)ccc2C)cc1OC (stereo unspecified)	0.49
CC1=C(CC[C@@H](C)CO)OC2CC3C4CCC5CC(O)CCC5(C)C4CC(=O)C3(C)C12 (stereo partly specified)	-3.6
CCCCNC(=O)c1cnc2n(c1=O)CCS2	-0.91
O=C(c1cn[nH]c1)c1cc(F)ccc1O	0.3

Among those listed so far, 2 have bromine:
SMILES	Cav32 inh
CCc1nccn1S(=O)(=O)c1cc(Br)ccc1OC	0.0042
Brc1ccc(OCc2nc(-c3ccccn3)n[nH]2)cc1	0.025

(next part)
SMILES	Cav32 inh
COCCCNC(=O)c1c(N)n(-c2ccc3c(c2)OCO3)c2nc3ccccc3nc12	-0.52
O=C(Cn1nnc(-c2ccccc2)n1)N1CCN(S(=O)(=O)c2ccc(Cl)cc2)CC1	-0.0063
Cc1ccc(S(=O)(=O)N(CC(=O)N2CCC(C(N)=O)CC2)c2cccc(C(F)(F)F)c2)cc1	0.33
CC(C)CC(OC(=O)c1nsc(Cl)c1Cl)C(=O)NCc1cccs1 (stereo unspecified)	0.53
COc1oc(-c2ccccc2)nc1C(F)(F)F	0.0031
CCC(C)N1CCCC1C(=O)Nc1c(C)cc(C)cc1C (stereo unspecified)	0.36
COC(=O)CCC(=O)OC1(C)C(=O)C=C2C=C(C3CC3)N(C3CCCCC3)C=C2C1=O (stereo unspecified)	0.11
Cc1nn(Cc2ccc(Cl)c(Cl)c2)c(C)c1NC(=O)c1cn(-c2ccccc2)nc1-c1ccccc1	-5.1*
C[C@@H]1C=C(C(=O)NC2CC2)O[C@H](OCc2ccc(CO)cc2)C1	1
COc1ccc(C(=O)NCC(c2cccnc2)N2CCN(c3ccc(F)cc3)CC2)cc1OC (stereo unspecified)	-0.14
O=S(=O)(c1ccc(S(=O)(=O)N(Cc2ccccc2)Cc2ccco2)cc1)N1CCCC1	0.27
CCn1nnc(NC(=O)COc2ccc(C3CCCCC3)cc2)n1	-0.84
CC(NC(=O)Cc1cccs1)C(c1cccs1)N1CCOCC1 (stereo unspecified)	1.5
CS(=O)(=O)N(CC(=O)NC1CCCCC1)Cc1ccc(Cl)cc1	0.025
COc1ccccc1Oc1cc(F)nc(N)n1	1.1
CCN1CCN(Cc2nc3c(c(=O)n(C)c(=O)n3C)n2C(C)C(C)=O)CC1 (stereo unspecified)	0.093
O=C(NCc1ccc(Cl)cc1)c1cc(=O)nc2sc(-c3ccccc3)nn12	0.56
COc1ccccc1OCCCc1c(C)n[nH]c1C	0.33
CCOC(=O)C1=C(C)NC(=O)NC1c1cccnc1 (stereo unspecified)	0.43
CCO[C@H]1OC(C(=O)N2CCN(Cc3ccccc3)CC2)=C[C@@H](c2ccccc2)[C@@H]1CCCO	1.3
Cc1ccc(-c2nc(CSCC(=O)NCCN3CCN(Cc4ccccc4)CC3)c(C)o2)cc1	-2.4
Cc1ccoc1C(=O)Nc1ccc(CC(=O)O)cc1	0.13
Cc1ccc(C)c(NC(=O)C2(C)CC3c4ccccc4C2c2ccccc23)c1 (stereo unspecified)	0.11
CC(C)c1ccccc1-n1c(SCC(=O)N2CCN(c3ccccc3)CC2)nnc1-c1cccnc1	-4.4*
CC(C)C(=O)N=c1sc2cc(F)cc(F)c2n1C	-1
COc1ccc(S(=O)(=O)N2CCC(C(=O)N3CCc4ccccc4C3)CC2)cc1C	-5*
CCOc1ccc2[nH]c(=O)c(CN(CCOC)C(=O)N3CCOCC3)cc2c1	0.5
COC(=O)c1ccc(S(=O)(=O)NCc2cccc(OC)c2)n1C	0.057
COC(=O)CSc1nc2cc3c(cc2cc1C#N)OCO3	0.17
Cc1cc(NC(=O)c2cc(-c3ccccc3)on2)n(-c2ccccc2)n1	0.52

Quoted at random: three entries already listed.
SMILES	Cav32 inh
CC(C)C(=O)N=c1sc2cc(F)cc(F)c2n1C	-1
O=C(COC(=O)COc1ccccc1)Nc1ccc(OC(F)(F)F)cc1	0.28
COC(=O)CCC(=O)OC1(C)C(=O)C=C2C=C(C3CC3)N(C3CCCCC3)C=C2C1=O (stereo unspecified)	0.11

Other entries.
SMILES	Cav32 inh
O=C(CC(c1ccccc1O)N1CCCCC1)N1CCCCC1 (stereo unspecified)	0.16
NCC12CC3CC(CC(O)(C3)C1)C2	-0.053
CC(=O)Nc1ccc(S(=O)(=O)N2CCCC2C(=O)O)cc1 (stereo unspecified)	-0.36
CC(C)(C)NC(=O)C(OC(=O)Cn1nnc(-c2ccc(F)cc2)n1)c1ccncc1 (stereo unspecified)	0.37
O=c1sc2ccccc2n1CCOc1ccccc1	-2.2
COCCN(C(=O)Cc1cccs1)C(C(=O)NCc1ccc(OC)cc1)c1ccccc1 (stereo unspecified)	-1.2
CCC(C)Sc1nc2ccccc2n1CC(=O)O (stereo unspecified)	0.31
CCOC(=O)C(CCCOc1ccc(C)cc1)C(=O)OCC	-0.96
O=C(NN=C1c2ccccc2-c2ccccc21)c1ccccn1	-2
CC1CCCCC1NC(=O)c1cc2c(s1)CS(=O)(=O)C2 (stereo unspecified)	1
CC(C)=CCc1c(O)cc(O)c2c(=O)c(O[C@@H]3O[C@@H](C)[C@H](O)[C@@H](O)[C@H]3O)c(-c3ccc(O)cc3)oc12	1.7
COC(=O)C(F)(F)Sc1c(C)[nH]c2ccccc12	1.1
COC(=O)c1ccc(CSCC(=O)Nc2cc(OC)cc(OC)c2)o1	1.4
COc1ccccc1CNC(=O)CCc1nc2ccccc2c(=O)[nH]1	0.74
CCOC(=O)C1CCN(Cc2ccc(F)c(F)c2)CC1	0.054
COc1ccc(NC(=O)CCN2CCCC2)c(OC)c1	0.06
CCOC(=O)c1c(NC(=O)c2ccc(Cl)s2)sc(C)c1C	-0.022
Cc1ccc(C)c(NC(=O)c2ccccc2O)c1	-2.7
COc1ccc(C2C(C(C)=O)=C(C)N=c3s/c(=C\c4cc(C)n(C)c4C)c(=O)n32)c(OC)c1 (stereo unspecified)	-5*
Cc1cccc(OCCCC(=O)Nc2ccc(N3CCCCC3)cc2)c1C	0.35
O=C(O)c1cc2c(ccc3ccccc32)[nH]1	0.46
CCCc1nc(N)c(C#N)c(-c2ccco2)c1CC	-1.6
N=c1sccn1CC(=O)Nc1ccccc1-c1ccccc1	0.43
CCC1CCCCN1C(=O)Nc1ccc(F)cc1 (stereo unspecified)	0.89
O=C(Nc1cc(N2CCOCC2)ncn1)Nc1cccc2ccccc12	0.18
CC(C)(C)C(=O)/C=C(N)/C=C/c1ccccc1	-2.3
COC(=O)c1cc(NC(=O)c2c(Cl)nc3sccn23)cc(C(=O)OC)c1	-0.26
CCN(CC)C(=O)c1cc2c(=O)oc3ccccc3c2s1	-0.37
Cc1ccc(S(=O)(=O)Nc2nncs2)cc1	0.9
O=C(NCC1(c2ccccc2)CCCC1)c1cccc(Br)c1	-7.5*

Molecules above that have a Cl atom:
SMILES	Cav32 inh
NC(=O)CNC(=O)C1CCCc2c1[nH]c1ccc(Cl)cc21 (stereo unspecified)	0.062
O=C(NC1(C(F)(F)F)C(=O)Nc2c1c(=O)[nH]c(=O)n2Cc1ccccc1)c1ccc(Cl)cc1Cl (stereo unspecified)	0.29
COc1ccc(CN(CCCN2CCOCC2)C(=O)Nc2cccc(Cl)c2)cc1OC	0.64
O=C(Cn1nnc(-c2ccccc2)n1)N1CCN(S(=O)(=O)c2ccc(Cl)cc2)CC1	-0.0063
CC(C)CC(OC(=O)c1nsc(Cl)c1Cl)C(=O)NCc1cccs1 (stereo unspecified)	0.53
Cc1nn(Cc2ccc(Cl)c(Cl)c2)c(C)c1NC(=O)c1cn(-c2ccccc2)nc1-c1ccccc1	-5.1*
CS(=O)(=O)N(CC(=O)NC1CCCCC1)Cc1ccc(Cl)cc1	0.025
O=C(NCc1ccc(Cl)cc1)c1cc(=O)nc2sc(-c3ccccc3)nn12	0.56
CCOC(=O)c1c(NC(=O)c2ccc(Cl)s2)sc(C)c1C	-0.022
COC(=O)c1cc(NC(=O)c2c(Cl)nc3sccn23)cc(C(=O)OC)c1	-0.26

Next results follow.
SMILES	Cav32 inh
CCSc1nnc(-c2cc3c(s2)-c2ccccc2CC3)o1	0.19
COc1ccccc1OCCn1c(CO)nc2ccccc21	-0.32
O=[N+]([O-])c1ccc(NC(=S)N/C(=N/CS(=O)(=O)c2ccccc2)c2ccccc2)cc1	-0.7
Cc1ccc(NC(=S)N2CCC(N(C)CC3CCCO3)CC2)c(C)c1 (stereo unspecified)	0.38
CCN=c1sc2ccccc2n1CC(O)COc1ccccc1 (stereo unspecified)	-4.2*
Cc1cc(C)c2c(n1)SCC(=O)N2CC(=O)NCCC1=CCCCC1	1.5
Cc1c(C(=O)Nc2ccncc2)sc2nc(-c3ccccc3)cn12	0.33
CCOC(=O)C1=C(C)OC(N)=C(C#N)C1c1cc2c(cc1Br)OCO2 (stereo unspecified)	-1
CCOc1ccccc1N1CC(C(=O)N2CCc3ccccc32)CC1=O (stereo unspecified)	1.1
Cc1cc(NC(=O)c2noc3c2CCCC3)nn1Cc1ccc(Cl)cc1	-4.8*
NC1=NC2(CCCCC2)N=C(Nc2ccc(F)cc2F)N1	1.5
CC(C)n1cnc2c(Nc3cccc(F)c3)nc(NCCO)nc21	-1.3
CCOC(=O)C(C(=O)OCC)C1CS(=O)(=O)CC1C(C(=O)OCC)C(=O)OCC (stereo unspecified)	-0.028
CCOC(=O)N1CCC(NC(=O)C2CCN(C(=O)N3CCOc4ccccc43)CC2)CC1	1.3
Clc1ccc2[nH]c3c(NCCN4CCOCC4)ncnc3c2c1	1.4
Cc1noc(C)c1COc1ccc(C(=O)OCC(=O)c2ccc3c(c2)OCCO3)cc1	-0.4
C1CN(CC23CC4CC(CC(C4)C2)C3)CCO1	0.78
O=C(OCC(=O)N1CCN(C(=O)c2ccco2)CC1)c1ccccc1C(=O)c1ccc(Cl)cc1	0.44
COc1ccc(-c2nn3c(-c4ccccn4)nnc3s2)cc1OC	0.87
COC(=O)[C@H](C)NC(=O)NC1CCN(Cc2ccccc2)CC1	0.51
COc1ccc(N=C(N(C)C)P(=O)(N(C)C)N(C)C)cc1	0.0025
Cc1ccc(CN2C(=O)CCC2C(=O)NCCCN2CCC(C)CC2)cc1 (stereo unspecified)	-0.99
CC(NC(=O)CSc1ncnc2nc[nH]c12)c1ccccc1 (stereo unspecified)	-1.3
O=C1CC(C(=O)NCc2ccccc2)C2(CCCC2)O1 (stereo unspecified)	0.73
Oc1ccccc1CNc1ncc(Br)cc1Br	-0.99
